# S1P3 antagonist – blocks the human S1P3 receptor; AID 485; CHO S1P3 NFAT-BLA reporter, FRET fluorescence, antagonist mode; hit rate 0.27% among 170,000; inhibition, % at 4.98 µM;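 active means inhibition above the plate cutoff, the mean inhibition of test wells on that plate plus 3 SD, cut at about 28% in these data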;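 further: cells challenged with S1P at its EC80 of 0.8 µM; blue over green emission ratio from cleaved BLA substrate after 4 h stimulation; 0% = S1P-stimulated wells and 100% = unstimulated DMSO-only wells; some compounds past the cut are filed as inactive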
# Target sequence (Q99500 whole entry, looked up): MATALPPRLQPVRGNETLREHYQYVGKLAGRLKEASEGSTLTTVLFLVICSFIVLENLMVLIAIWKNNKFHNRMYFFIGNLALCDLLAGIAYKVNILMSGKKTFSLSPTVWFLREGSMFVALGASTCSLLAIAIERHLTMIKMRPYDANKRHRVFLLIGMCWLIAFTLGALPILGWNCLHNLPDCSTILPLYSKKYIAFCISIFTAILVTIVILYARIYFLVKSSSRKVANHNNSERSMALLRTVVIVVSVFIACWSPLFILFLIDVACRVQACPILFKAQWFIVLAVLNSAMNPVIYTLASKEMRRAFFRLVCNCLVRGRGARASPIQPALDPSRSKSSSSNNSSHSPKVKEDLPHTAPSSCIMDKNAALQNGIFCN
# G6PDH CS – L. mesenteroides G6PDH inhibition counter-screen; Purified L. mesenteroides G6PDH, diaphorase/resazurin coupled fluorescence, 45 min; inhibition, % at 5 µM; hit rate 0.12% among 200,000; AID 1020
# DTT redox prof – compounds producing H2O2 with reducing agent – biochemical, NIH compound library profiling, artefact control for MLSCN library redox annotation, primary screen; DTT-dependent redox cycling H2O2, phenol red/HRP absorbance; 100% = 100 µM peroxide control, 0% = buffer; activation, % at 10 µM; hit rate 0.03% among 200,000; AID 878;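 active means activation of at least 50% relative to the plate's high and low controls in the primary single-dose screen; inactive means activation below 50%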;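 further: compound incubated with DTT at 0.8 mM final as the reducing agent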
# Diaphorase inh – diaphorase inhibition or chemical oxidation counter-screen | diaphorase resazurin-to-resorufin fluorescence, NADH, 16 min; bacterial (C. kluyveri) enzyme, not human | inhibition, % at 20 µM | hit rate 0.69% among 190,000;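 active means primary screen inhibition at 20 µM above a set limit, cut at about 50% in these data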;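 further: plate controls were DMSO with full reaction for no effect and wells lacking NADH for full effect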
#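 Assay system – diaphorase enzyme from Clostridium kluyveri · Amount – diaphorase 0.14 U/mL (working solution) · Times – reaction incubation of 16 min at room temperature · Controls – No-NADH positive control and DMSO neutral control · Signal – resorufin fluorescence 544/590 nm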
# PMI act – increases human mannose-6-phosphate isomerase activity; P34949; purified human PMI, coupled resazurin fluorescence, 20 min; stronger effect = higher value; 1 = vehicle control, 0 substrate-free wells; activation factor at 20 µM; hit rate 0.005% among 190,000; AID 1214;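 active means activation factor of 2 or more at 20 µM, relative to plate controls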
# Target sequence (P34949 whole entry, looked up): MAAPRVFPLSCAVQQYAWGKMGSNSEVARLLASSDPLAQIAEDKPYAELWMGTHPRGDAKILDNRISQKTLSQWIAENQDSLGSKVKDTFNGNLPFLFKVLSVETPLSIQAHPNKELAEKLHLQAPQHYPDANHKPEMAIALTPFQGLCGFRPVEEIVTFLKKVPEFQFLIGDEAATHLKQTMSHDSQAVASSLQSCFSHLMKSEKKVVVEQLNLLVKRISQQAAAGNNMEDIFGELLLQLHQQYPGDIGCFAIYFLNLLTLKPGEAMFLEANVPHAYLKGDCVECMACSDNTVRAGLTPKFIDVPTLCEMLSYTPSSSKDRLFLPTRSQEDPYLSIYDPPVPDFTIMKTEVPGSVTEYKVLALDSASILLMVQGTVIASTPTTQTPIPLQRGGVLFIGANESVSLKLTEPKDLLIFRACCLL
# Hsp70 act – transcriptional activators of Hsp70; HeLa Hsp70 promoter luciferase reporter, luminescence; scaled: vehicle 0, proteasome-inhibitor control 100%; activation, % at 10 µM; hit rate 0.04% among 200,000; AID 1203;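 active means activation above the mean across all tested compounds plus 3 SD, cutoff set per campaign, cut at about 5.5% in these data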;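 further: 100% = MG132 at 30 µM as the positive control and 0% = DMSO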
# TLR4-MyD88 BLA – blocks binding of human TLR4 to MyD88; hit rate 0.18% among 200,000; AID 861; inhibition, % at 8.4 µM; HeLa CL3-4 TLR4/MyD88 BLA complementation, FRET ratio; O00206+Q99836; in the data active means inhibition above about 25%;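 further: 0% = vehicle and 100% = reference inhibitor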
# PMI act satM6P – PMI (human) activation, high substrate; P34949; coupled PMI enzyme assay, resazurin fluorescence, 20 min; stronger effect = higher value; 1 = untreated enzyme, 0 = substrate-free blank; activation factor at 20 µM; hit rate 0.34% among 190,000; AID 1216;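 active means activation factor of 2 or more at 20 µM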
#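 Test system: human PMI in coupled enzyme assay; Input: PMI at 15 ng/mL final; Medium: HEPES buffer, pH 7.4; Schedule: 20 min incubation at room temperature; Technique: resorufin fluorescence at Ex 544/Em 590 nm; Compound: 20 µM single dose; Probe or stimulus: Near-saturating mannose-6-phosphate, 1.0 mM.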
# RAM inhibit – blocks the yeast RAM network. S. cerevisiae dse1pr::URA3 reporter, 5-FOA growth OD615, 2 d; analog-sensitive cbk1-as2 kinase mutant strain. inhibition, % at 50 µM. hit rate 1.8% among 190,000;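 active means inhibition above a set limit, 3 SD over mean compound inhibition, cut at about 8.4% in these data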;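 further: 0% = DMSO-only wells with no growth and 100% = 10 µM 1-NA-PP1 full growth; inhibition rescues growth on 5-FOA so higher OD means more RAM inhibition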
# Diaph act CS – counter-screen for diaphorase-based assays: diaphorase activators and chemical reducers | hit rate 0.005% among 190,000 | Diaphorase/resazurin coupled assay, resorufin fluorescence, 16 min; stronger effect = higher value; 1 = vehicle wells, 0 = NADH-free wells | activation factor at 20 µM;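 active means diaphorase activity raised at least twofold by the compound at 20 µM; inactive means activation factor below 2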
#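 Material: Clostridium kluyveri diaphorase, purified enzyme; Quantity: enzyme 0.07 U/mL final; Medium: HEPES pH 7.4 buffer with MgCl2 and Tween 20; Dosing: single compound dose of 20 µM, 1% DMSO final; Schedule: 16 min reaction at room temperature; Measured by: red resorufin fluorescence at 544/590 nm excitation/emission.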
# L major viab – inhibitors of Leishmania major promastigote growth. AID 1063. hit rate 9% among 200,000. inhibition, % at 10 µM. Leishmania major promastigotes, resazurin fluorescence viability;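 further: promastigotes grown with compound for 44 hours at 28 °C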
# An asterisk follows results filed as active; / = no result given. Unless noted, no stated cut-off is given here; in the data, active means inhibition above about 50%; inactive means the rest.
# Results follow in this order: S1P3 antagonist	G6PDH CS	DTT redox prof	Diaphorase inh	PMI act	Hsp70 act	TLR4-MyD88 BLA	PMI act satM6P	RAM inhibit	Diaph act CS	L major viab
> O=C(CC1S/C(=N/N=C/c2cccs2)NC1=O)Nc1ccccc1F (stereo not drawn)
    -12	-1	0.0	-4	1	-0.2	1	1	4.3	1	23
> COC(=O)NC(=S)Nc1ccc(Oc2ccc(Cl)cc2)c(Cl)c1
    /	3	0.4	6	0.9	-0.1	7	1	5.1	0.9	4
> CC(Oc1cccc(Cl)c1)c1ccnc2nc(/N=C/N(C)C)nn12 (stereo not drawn)
    -5	8	-1.6	7	1.1	-0.3	-7	0.9	0.0	0.9	5
> COc1ccc(N2CCN(C(=O)c3ccc(-n4nc(C)cc4C)cc3)CC2)cc1
    5	7	2.0	8	0.8	-0.5	-2	0.9	0.5	0.9	3
> COc1cc(/C=N/O)ccc1OCc1ccc([N+](=O)[O-])cc1
    0	0	0.1	13	0.9	-0.1	-4	1	2.1	0.9	52*
> COc1cc(C)c(Cl)c(C)c1S(=O)(=O)NCc1ccc2c(c1)OCO2
    -10	-6	3.0	10	0.9	-0.7	-12	1	4.8	0.9	-2
> Cc1cc(C)n(CCOc2ccc(Cl)cc2Cl)n1
    -27	7	0.0	16	1.1	-0.3	-5	0.9	1.6	0.8	4
> CN(Cc1ccccc1)CC(O)COc1ccc(CNCCc2cccnc2)cc1 (stereo not drawn)
    31*	19	0.4	-19	0.9	0.1	-5	0.9	-0.5	1.2	83*
> CCOC(=O)/C=C1\NC(=O)C(C)S1 (stereo not drawn)
    /	4	0.1	13	0.9	-0.3	-7	0.9	1.3	0.9	-4
> COCCn1c(=O)sc2ccccc2c1=O
    -12	9	-0.7	-8	1.1	-0.4	-13	1.1	1.3	1.1	-2
> Cc1ccccc1NC(=S)NC(=O)c1cncc(Br)c1
    9	-3	-0.1	19	0.9	-0.4	7	0.9	6.5	0.8	-7
> COc1cccc(/C=N/NC(=O)CCn2c3ccccc3c3ccccc32)c1
    8	-19	1.8	17	0.9	-0.4	12	1	4.3	0.8	-3
> CCn1ncc(C(=O)Nc2cccc(Cl)c2)c1C
    -11	1	0.0	2	1	0.0	-2	1	0.6	1	-1
> COc1ccc(OC)c(S(=O)(=O)N2C(C)CCCC2C)c1 (stereo not drawn)
    -14	8	-0.4	22	0.9	-0.5	2	0.9	1.9	0.8	-2
> CN(C)C(=N)c1n[nH]nc1SCc1ccc(Cl)c(Cl)c1
    -6	-1	-0.9	1	1	-0.3	-4	1.1	-0.4	1	2
> COc1cc(NC(=S)NC(=O)c2ccco2)ccc1NC(=O)C(C)C
    -18	4	-0.4	15	1	0.6	-2	1	4.5	0.9	86*
> CCc1cccc(NC(=O)CCc2nc(-c3cccs3)no2)c1
    -50	-29	-0.6	22	0.8	-0.1	-10	0.9	1.5	0.8	-8
> CCOC(=O)N1CCN(C(=O)C2c3cc(OC)c(OC)cc3C(=O)N3CCc4ccccc4C23)CC1 (stereo not drawn)
    3	-8	3.7	4	0.9	-0.3	-9	0.9	0.2	1	-4
> COc1ccc(S(=O)(=O)Nc2ccncc2)c(C)c1C
    -15	1	-1.3	15	0.9	-0.2	-8	0.9	-0.7	0.8	-2
> Cc1ccc(S(=O)(=O)C(C#N)c2nc3ccccc3nc2N2CC(C)OC(C)C2)cc1C (stereo not drawn)
    -9	4	-0.2	26	1.4	-0.1	14	1.5	2.0	0.7	1
> COC(=O)c1ccccc1NC(=O)CN1CCC(n2nnc3cc(C)ccc32)CC1
    /	5	/	1	1	/	/	1.1	/	1	/
> O=C(O)c1cnn2c(C(F)F)cc(C(F)F)nc12
    /	8	1.1	5	1.2	0.1	-11	1.2	-0.4	1	-4
> Cc1ccc(-c2nnn(CC(=O)N(c3ccc4c(c3)OCCO4)C(C(=O)NCC3CCCO3)c3ccc(F)cc3)n2)o1 (stereo not drawn)
    -7	3	-0.1	9	1	-0.1	2	1	-0.3	0.9	-8
> c1ccc(-c2noc(C3CCCCC3)n2)nc1
    -7	2	-3.0	13	0.9	0.7	-8	0.9	0.0	0.9	0
> COc1cc(C2=NOC(C(=O)N3CCN(c4ccc(F)cc4)CC3)C2)cc(OC)c1OC (stereo not drawn)
    4	2	1.3	7	0.9	-0.4	1	1	1.3	0.9	2
> CC(=C\c1ccccc1)/C=C1/SC(=S)N(C(C(=O)O)C(C)C)C1=O (stereo not drawn)
    1	1	-0.4	-7	1	-0.3	-15	1	21*	1.1	0
> CN1CCN(c2nc3nonc3nc2N2CCN(C)CC2)CC1
    -2	2	-3.4	10	1	-0.1	11	0.9	2.8	0.9	-2
> Cc1[nH]n(-c2ccccc2)c(=O)c1/C=N/c1nn[nH]n1
    3	7	-1.1	16	1.1	0.1	-8	1	1.2	0.8	-13
> COc1cccc(C2CC(c3ccccc3Cl)n3ncnc3N2)c1 (stereo not drawn)
    4	2	-2.3	7	0.9	0.0	7	0.9	-0.9	0.9	0
> O=c1c(-c2ccccc2)c(O)cc(-c2ccncc2)n1-c1ccc(Cl)cc1
    -4	0	-0.9	2	1	0.1	-5	0.9	1.6	1	-2
> Oc1ccccc1C1=Nc2ncnn2C(c2ccc(F)cc2)C1 (stereo not drawn)
    4	2	/	9	1.1	/	/	1.1	1.4	0.9	/
> COCCN(Cc1cc2c(C)cc(C)cc2nc1Cl)C(=O)c1ccccc1F
    -16	2	-0.6	20	0.9	0.1	20	0.8	2.5	0.8	1
> O=C(OCCCN=C1NS(=O)(=O)c2ccccc21)c1ccccc1F
    /	2	2.1	-6	1	-0.2	7	1.1	2.8	1.1	-6
> Cc1cc2cccc(C)c2nc1SCC(=O)NCC1CCCO1 (stereo not drawn)
    -2	8	-0.3	10	1	-0.3	-12	1	1.0	0.9	16
> CN(CCc1ccccn1)C(=O)CCC1CCCN(C(=O)CN2CCCCCC2)C1 (stereo not drawn)
    -12	12	-1.0	-26	1	-0.2	-24	1.1	-1.6	1.3	-4
> CC1SC(c2cccc(Cl)c2)NC1=O (stereo not drawn)
    /	10	-0.1	7	0.9	-0.6	-14	1	0.8	0.9	-2
> Cc1nnc(SCC(=O)c2ccc([N+](=O)[O-])cc2)s1
    2	-3	-0.9	0	1	-0.2	-8	0.7	0.8	1	5
> Cc1ccc(S(=O)(=O)NCC2CCC(C(=O)NCc3ccccn3)CC2)cc1 (stereo not drawn)
    9	2	-0.9	-4	1.1	-0.1	-18	1	4.7	1	-10
> O=C(NNC(=O)C1CCN(c2ncccn2)CC1)c1ccc(Cl)cc1
    -1	3	-0.1	5	0.9	-0.2	3	1	0.0	1	-4
> COC(=O)C1(Cc2ccccc2)NC(c2ccccc2C)C2C(=O)N(c3ccc4c(c3)OCO4)C(=O)C21 (stereo not drawn)
    /	1	0.4	4	1	-0.1	5	1	1.2	1	4
> O=C(O)C1CN(c2ncccc2[N+](=O)[O-])C1
    17	9	-0.8	16	1	-0.2	-4	0.7	0.1	0.8	-6
> CCOC1OC(=O)C(Cl)=C1Nc1ccc(C)cc1 (stereo not drawn)
    -13	4	-1.2	-9	1.2	-0.2	-8	1.1	0.1	1.1	3
> CCCc1nnc(NC(=O)c2ccc(N3C(=O)C4C5C=CC(C5)C4C3=O)cc2)s1 (stereo not drawn)
    /	-6	0.2	5	1.1	-0.6	-9	1	1.7	1	-6
> Cc1cccc2sc(NC(=O)CCNS(=O)(=O)c3cccc4nonc34)nc12
    /	2	-2.8	17	0.9	0.3	11	0.9	5.6	0.8	40
> Cc1c(C(=O)Nc2cccc(Cl)c2)cn2c(nc3ccccc32)c1C#N
    -11	9	-0.2	2	1.1	-0.2	4	1	1.9	1	13
> CCc1ccc(NC(=O)N(CCCN2CCOCC2)Cc2cccs2)cc1
    /	12	-1.1	12	1	-0.3	-9	1	1.0	0.9	26
> Cc1ccc2nsnc2c1NC(=O)c1cccnc1Cl
    3	3	-0.2	14	1.1	-0.4	-7	1.1	-1.2	0.9	-5
> CC1(C)OC(=O)C(=CNCC(=O)NCC(=O)O)C(=O)O1
    -22	7	-0.2	12	0.9	0.0	10	0.9	1.6	0.9	-5
> COc1ccc(NC(=O)Cn2nnc(-c3ccccc3NC(=O)c3cccs3)n2)cc1
    -15	3	0.0	6	0.9	0.2	-13	0.9	4.8	0.9	2
> CNCc1ccccc1OCC(=O)Nc1ccccc1
    /	-5	0.0	7	0.9	-0.4	6	1	0.7	0.9	-1
> CCOc1ccc(/C=C/C2=CC(C)(C)NC(=S)N2)cc1
    -3	6	-0.6	24	1.3	-0.3	-15	1.3	3.2	0.8	29
> CC(C)=C(NC(=O)c1ccccc1)C(=O)N/N=C/c1ccc(O)cc1
    2	-14	2.3	10	1.3	-0.2	-1	1.3	0.5	0.9	46
> CCOC(=O)C(=O)/C(C#N)=C/Nc1ccc(Cl)cc1
    /	0	0.2	11	1.1	-0.1	5	1.3	1.4	0.9	-2
> CCN(CC)C(=O)c1cnn(-c2ccccc2)c1NC(=O)c1ccccc1F
    /	1	1.1	-1	1	-0.3	-4	1.1	2.0	1	-3
> COc1ccc(C(=O)Nc2ccc3c(c2)OCCO3)cc1[N+](=O)[O-]
    8	10	-2.5	-7	1	-0.2	7	1	1.1	1.1	-2
> CCOC(=O)Cc1csc(NC(=S)NC(=O)C(C)(C)C)n1
    13	1	0.1	16	1	-0.3	-16	1.1	0.4	0.8	-4
> Cc1ccc(Nc2nc(N)nc(CSC(=S)N3CCN(c4ccccc4)CC3)n2)cc1
    1	-21	2.4	14	0.9	-0.4	-6	1	5.3	0.9	26

# Some of these compounds in order of count of non-hydrogen atoms, rising.
# Results follow in this order: S1P3 antagonist	G6PDH CS	DTT redox prof	Diaphorase inh	PMI act	Hsp70 act	TLR4-MyD88 BLA	PMI act satM6P	RAM inhibit	Diaph act CS	L major viab
> CNCc1ccccc1OCC(=O)Nc1ccccc1
    /	-5	0.0	7	0.9	-0.4	6	1	0.7	0.9	-1
> COc1ccc(C(=O)Nc2ccc3c(c2)OCCO3)cc1[N+](=O)[O-]
    8	10	-2.5	-7	1	-0.2	7	1	1.1	1.1	-2
> CCN(CC)C(=O)c1cnn(-c2ccccc2)c1NC(=O)c1ccccc1F
    /	1	1.1	-1	1	-0.3	-4	1.1	2.0	1	-3
